PTHR1 ag = agonists of human PTHR1 parathyroid hormone receptor | Q03431 | HEK293 GP2 PTHR1 cells, GloSensor cAMP luminescence, 1 h | Potency, µM (highest dose often 115 µM), without a hit: at the highest dose activation, hits mostly activators | actives 0.075% (n = 410,000) | AID 743266; note: potency is the fitted concentration of half-maximal effect; nearly all actives have a fitted effect of over 55% in size; some results filed as inactive show a strong effect at the top dose; inactives centre near -15; many of its hits are not listed in these tables
Target sequence (Q03431 whole entry, looked up): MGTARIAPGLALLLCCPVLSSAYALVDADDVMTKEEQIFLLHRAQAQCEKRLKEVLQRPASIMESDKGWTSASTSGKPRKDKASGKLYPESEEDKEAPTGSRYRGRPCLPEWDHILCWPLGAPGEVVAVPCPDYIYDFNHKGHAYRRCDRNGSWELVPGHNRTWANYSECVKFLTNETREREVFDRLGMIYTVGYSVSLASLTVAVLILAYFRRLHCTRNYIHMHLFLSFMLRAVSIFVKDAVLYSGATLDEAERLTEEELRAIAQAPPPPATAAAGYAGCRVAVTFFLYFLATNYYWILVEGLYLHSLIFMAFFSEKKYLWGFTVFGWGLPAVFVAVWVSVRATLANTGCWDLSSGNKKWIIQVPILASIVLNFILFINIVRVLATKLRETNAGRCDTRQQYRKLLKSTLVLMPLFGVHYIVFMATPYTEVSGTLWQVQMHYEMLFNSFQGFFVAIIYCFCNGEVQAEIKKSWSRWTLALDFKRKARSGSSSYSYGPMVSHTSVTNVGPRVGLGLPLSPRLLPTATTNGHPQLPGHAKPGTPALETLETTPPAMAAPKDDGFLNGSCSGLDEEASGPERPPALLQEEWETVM
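HEK-293-derived GP2 cells expressing PTHR1 and a GloSensor cAMP reporter, 3,000/well, plated overnight, given luciferin plus IBMX (each 0.5 mM as added) for 1 h at 37 °C, then compound for 1 h at 37 °C. Luminescence was read after 15 min at room temperature.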
GLP1R ag = GLP-1 receptor (human) agonism | P43220 | HEK293 GLP-1R CRE-luciferase, luminescence, 4-6 h; cells express a hypersensitive GLP-1R form | Potency, µM (doses to about 45.6 µM), inactives show at the highest dose activation, most hits filed as activators | actives 0.007% (n = 380,000) | AID 624172; note: potency is the fitted concentration of half-maximal effect; % of control where 0% means no effect
Akt phos inh = Akt phosphorylation inhibition; actives 0.32% (n = 360,000); Neuro2A IGF-stimulated pAkt S473 HTRF, 20 min; hits give low values; AID 651550; activity change, % for hits at 50 µM; in the data active = activity change below about -80%; inconclusive = mostly about -51% to -80%; note: % is set by controls: 0 for no effect and ±100 for the full control effect
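Single-point screen (50 µM final compound) in Neuro2A cells stimulated 20 min with 6 nM IGF at 37 deg C. After lysis, Ser473-phosphorylated Akt read by HTRF (ex 330 nm, em 615/665 nm) as the 665/615 ratio.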
FUS suppressor = rescues growth of FUS-expressing yeast | AID 1347120 | S. cerevisiae FUS-expressing, growth rescue, OD600, 24 h | actives 0.24% (n = 390,000) | Potency, µM (highest dose often 76.6 µM), for the others: at the top dose growth rescue (activation), hits mostly activators;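 note: potency is the fitted concentration of half-maximal effect; plate controls were DMSO vehicle for no effect and reference control for full effect; nearly all actives have a fitted effect of over 55% in size; some results filed as inactive show a strong effect at the top dose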
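Toxicity suppression screen in FUS-yeast. Cells induced with 2% galactose, starting OD 0.005, treated 24hr at 30C with compounds at multiple final concentrations; growth by OD600.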
D3 antag = antagonists of human D3 dopamine receptor; P35462; D3R cells, DiscoveRx beta-arrestin luminescence, antagonist mode; hits give low values; max response, negative = inhibition, %; actives 2.5% (n = 360,000); AID 652054; in the data active = max response below about -50%; inconclusive = no clear call, values can overlap the other calls; note: % is set by controls: 0 for no effect and ±100 for the full control effect; mostly tested at two doses, the higher about 12 µM
Target sequence (P35462 whole entry, looked up): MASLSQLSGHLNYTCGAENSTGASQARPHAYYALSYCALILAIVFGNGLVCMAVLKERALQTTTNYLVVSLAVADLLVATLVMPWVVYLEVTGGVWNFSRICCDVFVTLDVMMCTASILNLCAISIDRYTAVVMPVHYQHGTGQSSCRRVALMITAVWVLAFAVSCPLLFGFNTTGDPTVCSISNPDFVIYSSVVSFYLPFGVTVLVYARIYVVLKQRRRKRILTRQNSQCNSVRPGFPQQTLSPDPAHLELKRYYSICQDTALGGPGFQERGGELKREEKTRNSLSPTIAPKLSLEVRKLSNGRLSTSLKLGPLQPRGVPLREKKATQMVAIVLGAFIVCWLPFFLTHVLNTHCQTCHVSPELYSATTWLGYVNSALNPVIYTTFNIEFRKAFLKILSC
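Cells plated overnight at 1500 cells/well, then exposed to library compounds with dopamine controls for 90 minutes at 37 degrees C. DiscoveRx reagent added for 30–60 minutes at room temperature; luminescence read, quantitative HTS format.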
GLP1R inv ag = inverse agonists of human GLP-1 receptor; P43220; HEK293 GLP-1R CRE-luciferase, luminescence, 24 h; GLP-1R form is constitutively active; Potency, µM (titrated, usually from 38.3 µM), for the others: at the highest dose activity change, negative = inhibition, actives largely listed as inhibitors; actives 1.6% (n = 410,000); AID 624417; note: potency is the fitted concentration of half-maximal effect; % is set by controls: 0 for no effect and ±100 for the full control effect; nearly all actives have a fitted effect of over 55% in size
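Cells are plated, allowed 12 hours at 37 deg C, then treated with compounds for 24 hr before luciferase detection reagent is added and luminescence is read after 12 min at room temperature. The HEK293 line carries constitutively active GLP-1R with a cAMP-responsive reporter.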
TDP-43 yeast inh = inhibitors of TDP-43 toxicity in yeast; TDP-43 expressing yeast growth rescue, BacTiter-Glo, 24 h; actives 1.8% (n = 410,000); Potency, µM (titrated, usually from 46.1 µM), without a hit: at the highest dose growth rescue (activation), actives largely listed as activators; note: potency is the fitted concentration of half-maximal effect; % of control where 0% means no effect; nearly all actives have a fitted effect of over 50% in size
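In this qHTS, compounds that restore growth of yeast expressing TDP-43 appear as activators. Cells (OD600=0.02, galactose medium, raffinose-pregrown) are incubated with compound 24 hr at 30 deg C and growth is quantified by BacTiter-Glo.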
Abeta yeast res = compounds reversing amyloid beta toxicity in yeast; yeast expressing A-beta42, growth rescue, OD600, 48 h; response scale: 0% DMSO, 100% iron-clioquinol control; Potency, µM (titrated, usually from 46.1 µM), without a hit: top-dose growth rescue, hits mostly activators; actives 0.063% (n = 410,000); AID 1347071; note: potency is the fitted concentration of half-maximal effect; nearly all actives have a fitted effect of over 55% in size
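Yeast A-beta toxicity model in growth medium with pinned compounds, 48 h at 30 C; growth read as absorbance at 600 nm. Normalized to FeCl3/clioquinol equimolar mix (positive) and DMSO (negative).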
aSyn yeast inh = alpha-synuclein toxicity inhibition in yeast. Potency, µM (doses to about 46.1 µM), without a hit: top-dose growth rescue (activation), actives largely listed as activators. actives 0.14% (n = 370,000). AID 652106. Yeast expressing alpha-synuclein, growth rescue, BacTiter-Glo, 24 h; note: potency is the fitted concentration of half-maximal effect; % of control where 0% means no effect; nearly all actives have a fitted effect of over 65% in size
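Galactose-induced alpha-syn yeast (OD600=0.02, raffinose-pregrown) + pinned cpd, 24 hr, 30 deg C; growth by BacTiter-Glo luminescence. Growth restoration scores as activation.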
Numbers without * were called inactive; i = inactive; ? = inconclusive; / = not tested or not shown; [ ] = another dose, or the depositor's remark. Unless noted, calls come from the whole dose curve; as a rule, active = well fitted curve in the direction sought with a large enough effect; inconclusive = small, poorly fitted or top-dose-only effect, or another doubt; inactive = no such curve, though single readings can be large; an effect the other way counts as inactive or inconclusive. This is a subset; count on the stated rates, not on these rows.

Order of results: PTHR1 ag	GLP1R ag	Akt phos inh	FUS suppressor	D3 antag	GLP1R inv ag	TDP-43 yeast inh	Abeta yeast res	aSyn yeast inh
O=C(O)c1cccc(N/N=C/c2sc(N3CCOCC3)nc2-c2ccccc2)c1
→ -7%	10%	i	/	5	40%[activator]	-14%	-18%	-18%
COC(=O)c1sccc1NC(=O)CC1C(=O)NCCN1C(=O)Nc1cc(Cl)ccc1OC (configuration not stated)
→ i	16%	i	24%	4	?	-8%	-2%	3%
CCOCCN(C(=O)COC)c1cccc(OC)c1
→ -22%[57.5 µM]	6%	i	-18%	27	3%	3%	-1%	8%
CC(C)N1CCN(Cc2ccccc2-c2ccco2)CC1CCO (configuration not stated)
→ -8%	-3%	i	-21%	-3	?	9%	3%	0%
Cc1cccc(CNC(=O)C2CCC(=O)N(C3CCCC3)C2)c1 (configuration not stated)
→ i	-3%	i	-2%	4	4%	18%	6%	11%
COc1ccc(NC(=O)Cn2c(=O)c(-c3cc(C)ccc3NC(C)=O)nc3ccccc32)c(OC)c1
→ -22%	/	/	-7%	/	0%	-14%	-13%	/
O=C(CSc1nc(O)cc(=O)n1-c1ccccc1)NCc1ccccc1
→ -4%[57.5 µM]	2%	/	?	-8	66%[activator]	-8%	7%	-1%
COc1ccc(CN2CCCCCC2)cc1OC
→ -12%	2%	i	0%	11	-25%	-16%	8%	0%
Cc1cccc(C)c1NC(=O)C1(C)CCC(=O)N1CCCn1ccnc1 (configuration not stated)
→ -13%	-6%	i	-24%	35	18%	17%	-11%	-1%
O=C(Nc1cccc2ccccc12)c1ccco1
→ -23%	-4%	i	-14%	1	18%	16µM*	-3%	-2%
CCN1C(=NCCc2c[nH]c3ccccc23)N[C@@H](c2ccccc2)[C@H](C(=O)OC)[C@H]1C
→ i	-1%	i	-13%	0	-2%	-1%	-12%	-2%
COc1ccc(C(=O)Nc2cc([N+](=O)[O-])ccc2N2CCN(C)CC2)cc1
→ -15%[57.5 µM]	28%	i	15%	-18	0%	-1%	12%	0%
COc1cc(OC)c(NC(=O)c2ccccc2F)cc1Cl
→ i	11%	i	1%	22	22%	?	-1%	1%
Cc1c(Cl)cccc1NS(=O)(=O)c1cn(C)c(=O)n(C)c1=O
→ i	-4%	i	-28%	-25	3%	20%	-1%	-1%
Cc1cc(C)n(CCNS(=O)(=O)c2ccc(C)c(C)c2)n1
→ i	7%	i	6%	4	24%	1%	11%	10%
Cc1c(C(=O)C(=O)N2CCCc3ccccc32)c2ccccc2n1C
→ i	7%	i	18%	10	?	0%	11%	-4%
Cn1c(=O)c2c(-c3ccc(Br)cc3)n(CCc3ccccc3)cc2n(C)c1=O
→ -97%[inhibitor]	/	/	35%	/	?	-15%	-10%	/
Cc1ccc(-c2ccc(C3C(C#N)=C(N)Oc4n[nH]c(C)c43)o2)cc1 (configuration not stated)
→ -24%	5%	i	11%	-26	0%	10%	-4%	1%
Cc1cc(=O)n(CC(=O)Nc2cccc([N+](=O)[O-])c2)c(-n2nc(C)cc2C)n1
→ i	/	/	22%	/	12%	29%	16%	/
Cc1ccc(Cl)c(OCC(=O)Nc2sc(C)c(C)c2C#N)c1
→ -19%	0%	i	13%	-12	6%	-23%	-6%	-3%

Entries of single compounds as entered above. Values in the order: PTHR1 ag	GLP1R ag	Akt phos inh	FUS suppressor	D3 antag	GLP1R inv ag	TDP-43 yeast inh	Abeta yeast res	aSyn yeast inh
CCN1C(=NCCc2c[nH]c3ccccc23)N[C@@H](c2ccccc2)[C@H](C(=O)OC)[C@H]1C in the list: i	-1%	i	-13%	0	-2%	-1%	-12%	-2%
Cc1c(C(=O)C(=O)N2CCCc3ccccc32)c2ccccc2n1C in the list: i	7%	i	18%	10	?	0%	11%	-4%
Cc1ccc(Cl)c(OCC(=O)Nc2sc(C)c(C)c2C#N)c1 in the list: -19%	0%	i	13%	-12	6%	-23%	-6%	-3%
COc1ccc(C(=O)Nc2cc([N+](=O)[O-])ccc2N2CCN(C)CC2)cc1 in the list: -15%[57.5 µM]	28%	i	15%	-18	0%	-1%	12%	0%
Cc1cc(C)n(CCNS(=O)(=O)c2ccc(C)c(C)c2)n1 in the list: i	7%	i	6%	4	24%	1%	11%	10%

Going on with the list.
Order of results: PTHR1 ag	GLP1R ag	Akt phos inh	FUS suppressor	D3 antag	GLP1R inv ag	TDP-43 yeast inh	Abeta yeast res	aSyn yeast inh
CCCCN(C=O)c1c(CC)nc2ccc(C(=O)NCCN(C)C)cn12
→ -17%	-3%	/	-17%	0	16%	2%	-14%	-2%
Cc1sc2nc(C)n(/N=C/c3ccc(O)cc3O)c(=O)c2c1C
→ i	-6%	i	-27%	20	11%	5%	3%	-11%
CC(C)c1ccc(N=C(N)N=C(N)N)cc1
→ -52%	3%	i	12%	2	-17%	8%	-15%	-1%
CC1CCN(S(=O)(=O)c2ccc(N/N=C(/C#N)C(N)=O)cc2)CC1
→ i	0%	i	7%	?	2%	-29%	15%	0%
Cc1noc(C)c1COC(=O)c1ccc(F)c(S(=O)(=O)N2CCOCC2)c1
→ -21%	20%	i	6%	1	10%	11%	0%	1%[1.84 µM]
O=C(/C=C/c1ccncc1)c1cc(Cl)ccc1O
→ i	8%	i	38%	-22	-14%	-4%	-1%	-1%
COc1ccc(OC)c(-c2cc(C(=O)N3CCN(c4ncccn4)CC3)c3ccccc3n2)c1
→ -13%[57.5 µM]	-3%	i	?	2	?	22%	-26%	13%
CCOc1ccccc1CNC(=O)c1ccc(CS(=O)Cc2cccc(Cl)c2)o1 (configuration not stated)
→ -19%	/	/	26%	/	?	10%	-1%	/
CCOc1ccc(C2C(=O)N(C3CCCCC3)CC(=O)N2CCC2=CCCCC2)cc1OC (configuration not stated)
→ -9%	/	/	36%	/	?	9%	-6%	/
CC1CCN(c2ccccc2NC(=O)c2ccc([N+](=O)[O-])o2)CC1
→ -4%	2%	i	-15%	1	7%	-3%	-5%	-12%
O=C(NCc1cccc(C(F)(F)F)c1)c1cc(Cl)cc(Cl)c1
→ -1%[57.5 µM]	-13%	i	-6%	16	5%	-9%	16%	3%
O=C(OCC(=O)N1CCC(Cc2ccccc2)CC1)c1ccc(O)cc1
→ -32%[inhibitor]	3%	i	11%	-26	?	-1%	7%	?
COc1ccc(NC(=O)CN2CCN(c3nc(-c4cccc(OC)c4)cs3)CC2)cc1
→ -39%[inhibitor]	-3%	i	?	-9	?	17%	-5%	1%
COc1cc(C(=O)COC(=O)c2ccco2)cc(OC)c1OC
→ -11%	1%	i	-7%	-7	16%	12%	6%	10%
O=C1CSc2ccc(S(=O)(=O)NCc3ccccc3Cl)cc2N1
→ i	26%	i	-12%	3	7%	9%	/	-3%
Cc1ccc(Cl)cc1-c1cc(C(=O)NCc2ccc(C(F)(F)F)cc2)[nH]n1
→ -47%[inhibitor]	-1%	i	-14%	-54*	?	30%	-9%	0%
O=C(CSc1n[nH]c(=O)n1C1CC1)Nc1ccc(F)c([N+](=O)[O-])c1
→ -13%	-10%	i	10%	6	-6%	-24%	0%	1%
Cc1cc(=O)nc2c3ccccc3n(C(C)C(=O)NCCN3CCOCC3)n12 (configuration not stated)
→ i	3%	i	-25%	-8	-11%	-4%	1%	-1%
CS(=O)(=O)N(Cc1ccccc1)c1ccc(C(=O)NCCSCc2ccco2)cc1
→ -3%[57.5 µM]	1%	i	32%	-2	-9%	-8%	4%	-2%
O=C(Nc1ccc(C(=O)O)cc1)/C(=C\C=C\c1ccccc1)NC(=O)c1ccccc1Br
→ -47%[inhibitor]	0%	i	3%	16	7%	-6%	-14%	-10%
Cc1cc(C)n(C(=O)CNc2ccc(C)c(C)c2)n1
→ -11%	-1%	i	-5%	5	5%	1%	3%	6%
Cc1noc(C)c1C(=O)N1CCC(C(=O)c2ccc(F)cc2F)CC1
→ i	-4%	i	0%	-6	6%	3%	-10%	7%
O=C(NCC1CCCO1)c1cc2ccccc2nc1Cl (configuration not stated)
→ -38%[inhibitor]	-2%	i	-34%	?	16%	14%	13%	-2%
Cc1ccc(NC(=O)c2nc(-c3ccncc3)no2)c(Cl)c1
→ i	/	/	8%	/	-4%	-3%	-22%	/
COc1ccc(OC)c(CCNC(=O)CCC(=O)N2CCOc3ccc(C)cc32)c1
→ i	2%	i	19%	-11	?	-10%	-11%	-5%
COC(=O)c1c(NC(=O)CSc2nnnn2-c2ccccc2)sc2c1CCC(C(C)(C)C)C2 (configuration not stated)
→ i	0%	i	/	14	5.6µM*	-15%	12%	0%
COc1cc(CCC(=O)NC2(C)CCS(=O)(=O)C2)cc(OC)c1OC (configuration not stated)
→ -10%	-7%	i	-1%	18	10%	10%	0%	1%
Cc1ccc(Cl)cc1NC(=S)N/N=C/c1cccc2ccccc12
→ i	24%	i	18%	-53*	?	-2%	4%	-3%
Cc1cc(Br)ccc1NC(=O)c1cc2c(=O)n(C)c3cc(Cl)ccc3c2s1
→ i	-3%	/	-19%	/	11%	-5%	-8%	1%

From PubChem
